High-throughput results (PubChem BioAssay)
TRHR enhancer: allosteric enhancers of human TRH receptor; P34981; TRHR cells, fluo-8 calcium fluorescence, EC20 TRH enhancement; enhancement, % at 2 µM; 0.66% of 360,000 active; AID 493056; in the data active = enhancement above about 30%; note: 0% is about no effect
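TRHR-expressing cells loaded with fluo-8 calcium dye were read kinetically (ex 480/em 530) during compound addition, then stimulated with an EC20 of TRH (10 nM final). Enhancement of the Gq-mediated intracellular calcium response was scored.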
TRHR ag: agonists of human TRH receptor; P34981; TRHR cells, calcium flux fluo-8, FDSS agonist mode; activation, % at 2 µM; 0.18% of 360,000 active; note: 0% is about no effect
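Steps: seed TRHR cells overnight; add fluo-8 no-wash Ca dye, RT 30 min–1.5 h; record 10 s baseline; pin-transfer compounds; monitor fluorescence 1 cycle/s for the agonist window. Calcium increases flag candidate agonists.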
D1 potentiator: enhances dopamine response at the human D1 receptor. potentiation, % at 10 µM. 0.036% of 360,000 active. P21728. HEK293 TREx D1 cells, calcium flux, dopamine EC20 potentiation; in the data active = potentiation above about 30%; note: 0% is about no effect
Target sequence (P21728 whole entry, looked up): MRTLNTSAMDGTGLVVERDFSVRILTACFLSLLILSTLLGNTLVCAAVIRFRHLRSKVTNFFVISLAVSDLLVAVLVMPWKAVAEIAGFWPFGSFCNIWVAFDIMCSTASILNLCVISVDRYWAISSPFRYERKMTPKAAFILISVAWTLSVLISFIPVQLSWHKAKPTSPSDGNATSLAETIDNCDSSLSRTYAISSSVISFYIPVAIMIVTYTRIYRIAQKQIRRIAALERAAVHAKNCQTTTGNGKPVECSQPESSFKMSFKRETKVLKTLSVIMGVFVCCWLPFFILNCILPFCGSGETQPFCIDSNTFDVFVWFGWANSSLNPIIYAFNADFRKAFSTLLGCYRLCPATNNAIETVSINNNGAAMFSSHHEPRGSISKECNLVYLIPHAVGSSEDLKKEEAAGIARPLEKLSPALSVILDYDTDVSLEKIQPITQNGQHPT
D2 antag: antagonizes the human D2 dopamine receptor; HEK293 TREx D2 cells, calcium flux, dopamine EC80; inhibition, % at 10 µM; 2% of 340,000 active; in the data active = inhibition above about 30%; note: 0% is about no effect
Target sequence (P14416 whole entry, looked up): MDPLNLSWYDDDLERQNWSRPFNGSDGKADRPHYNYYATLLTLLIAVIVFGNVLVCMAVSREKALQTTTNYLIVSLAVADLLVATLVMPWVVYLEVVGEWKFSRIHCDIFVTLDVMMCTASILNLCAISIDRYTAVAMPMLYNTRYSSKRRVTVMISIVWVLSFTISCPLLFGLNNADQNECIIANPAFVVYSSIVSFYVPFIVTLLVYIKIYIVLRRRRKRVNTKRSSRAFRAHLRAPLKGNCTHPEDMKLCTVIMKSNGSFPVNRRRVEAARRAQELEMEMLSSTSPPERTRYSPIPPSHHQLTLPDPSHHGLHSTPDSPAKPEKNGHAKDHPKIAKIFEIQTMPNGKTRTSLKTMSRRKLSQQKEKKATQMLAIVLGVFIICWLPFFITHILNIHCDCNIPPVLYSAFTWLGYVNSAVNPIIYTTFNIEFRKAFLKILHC
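Inhibition of EC80 dopamine-driven calcium flux, recorded kinetically, defines activity here; cells are a tetracycline-induced HEK293 T-REx line expressing force-coupled D2.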
D2 potentiator: positive allosteric modulators of human D2 dopamine receptor; HEK293 T-REx D2, calcium flux, EC20 dopamine potentiation; 0.34% of 340,000 active; P14416; potentiation, % at 10 µM;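 active = potentiation over 3 SD above the plate norm, cut at about 30% in these data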; note: 0% is about no effect
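Potentiation of an EC20 dopamine calcium response measured kinetically over 180 s, after a preceding 180 s compound-only read flagging agonists. Cells: inducible Hek293 Trex D2 line, 4000/well, cultured overnight at 30 C before dye loading.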
D1 antagonist: blocks dopamine activation of the human D1 receptor | HEK293 TREx D1 cells, calcium flux, dopamine EC80; active compounds read low | P21728 | 3.2% of 360,000 active | activity change, negative = inhibition, % at 10 µM; in the data active = activity change below about -30%; note: % is set by controls: 0 for no effect and ±100 for the full control effect
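Tetracycline-induced HEK293 T-REx cells with force-coupled D1 receptor were loaded with a no-wash calcium dye. Compound was added after a 10 s baseline and read kinetically for 180 s; EC80 dopamine was then added and calcium flux followed another 180 s.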
D1 agonist: activates the human D1 dopamine receptor | activation, % at 2 µM | 1% of 360,000 active | HEK293 T-REx D1 cells, calcium flux, agonist mode | P21728; note: 0% is about no effect
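Inducible HEK293 T-REx D1 cells, force-coupled to calcium signalling, were plated at 4000 cells/well with tetracycline and held overnight at 30 C. After no-wash calcium dye loading, compound-evoked calcium rise over 180 s flagged agonists.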
D2 ag: activates the human D2 dopamine receptor; P14416; HEK293 T-REx D2 cells, calcium flux agonist mode; activation, % at 2 µM; 0.53% of 340,000 active;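 active = activation over 3 SD above normal in the single-dose calcium agonist read, cut at about 30% in these data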; note: 0% is about no effect
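Calcium-flux readout, 1 cycle/sec over 180 s following compound pin transfer, in inducible HEK293 Trex D2 cells (force-coupled); dopamine controls included. Positive calcium responses during this window marked compounds as potential agonists.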
RXFP1 antagonist: RXFP1 (human) relaxin receptor antagonism. activity change, negative = inhibition, % at 57.5 µM. HEK293-RXFP1, relaxin-stimulated cAMP HTRF, 30 min; active compounds read low. 0.59% of 350,000 active. AID 1259400. Q9HBX9;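 active = activity change of -60% or lower, but not beyond a set lower limit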; note: % is set by controls: 0 for no effect and ±100 for the full control effect
Numbers without * were called inactive; x = no result given. Cut-off read from the data, not from the text of the source, unless noted: active = activation above about 30%; inactive = the rest.

Start of the listing, in advance:
SMILES | TRHR enhancer | TRHR ag | D1 potentiator | D2 antag | D2 potentiator | D1 antagonist | D1 agonist | D2 ag | RXFP1 antagonist
Cc1cc2[nH]c(=O)c3ccccc3n2n1 | -5 | 1.2 | -7 | 12 | -6 | -72* | 2 | 0.1 | -7
Cc1cc(C)c(S(=O)(=O)Nc2nccs2)c(C)c1 | 14 | 0.4 | -3 | 6 | -2 | 20 | 6 | 0.3 | 0
Cc1ccccc1C(=O)Nc1ccc(N2CCCCCC2)cc1 | 6 | -1.0 | 0 | -5 | -2 | 0 | 0 | -0.2 | -35

Results (from the top)
SMILES | TRHR enhancer | TRHR ag | D1 potentiator | D2 antag | D2 potentiator | D1 antagonist | D1 agonist | D2 ag | RXFP1 antagonist
Cc1cc2[nH]c(=O)c3ccccc3n2n1 | -5 | 1.2 | -7 | 12 | -6 | -72* | 2 | 0.1 | -7
Cc1cc(C)c(S(=O)(=O)Nc2nccs2)c(C)c1 | 14 | 0.4 | -3 | 6 | -2 | 20 | 6 | 0.3 | 0
Cc1ccccc1C(=O)Nc1ccc(N2CCCCCC2)cc1 | 6 | -1.0 | 0 | -5 | -2 | 0 | 0 | -0.2 | -35
Cc1ccc(C=Nc2ccccc2C(N)=O)o1 | 0 | 0.2 | -2 | -11 | 15 | 6 | 0 | 0.3 | -1
CSc1cnc2c(N)nc(N(C)C)nc2n1 | 0 | 0.2 | 1 | -5 | 3 | 1 | 1 | -8.9 | -5
COc1ccc(-c2c(C)nn3c(N4CCN(c5cc(Cl)ccc5C)CC4)cc(C)nc23)cc1OC | 2 | 0.0 | 5 | x | x | 7 | 1 | -0.5 | x
O=C(NCc1ccncc1)C(=O)NCc1ccncc1 | 4 | 0.6 | -1 | -30 | 0 | 7 | 2 | 2.8 | -2
Cc1nn(C(C)C(=O)NCC2CCCO2)c(=O)c2cc3occc3n12 (stereo not drawn) | 5 | 0.9 | -9 | 4 | 11 | -33* | 0 | 0.5 | x
Cc1cccc(OC(=O)c2ccncc2)c1C | 2 | -1.0 | -1 | -3 | 7 | -9 | -1 | 0.5 | 6
Cc1ccc(NC(=O)C2CCN(C(=O)NC3CCCCC3)CC2)cc1 | -4 | 0.2 | -3 | 5 | 3 | -1 | 0 | 1.7 | -3
CCCCNC(=O)Cn1cnc2sc(C(=O)OCC)c(C)c2c1=O | 8 | 0.2 | 2 | -52 | -2 | 3 | 7 | 0.6 | -1
COc1ccc(NC(=O)CN(c2ccccc2)S(=O)(=O)N(C)C)cc1Cl | 12 | -1.0 | -3 | -12 | 2 | 16 | 12 | -0.3 | -9
Cc1ccc(S(=O)(=O)N(C)C)cc1NC(=S)NC(C)CCC(C)C (stereo not drawn) | -5 | 0.5 | -4 | 77* | -25 | -59* | 12 | -0.1 | -14
O=C(/C=C/c1cccc(Cl)c1)NCCCN1CCOCC1 | 1 | -0.2 | -3 | -4 | -4 | 11 | 2 | 0.7 | 14
COCCNC(=O)C1CCN(C(=O)C2CC(=O)N(c3ccc(C)cc3)C2)CC1 (stereo not drawn) | -11 | 0.3 | -2 | 30* | -25 | -6 | 2 | 0.3 | 4
CCOC(=O)C1(CCc2ccccc2)CCN(Cc2ccn[nH]2)CC1 | -4 | 0.4 | 7 | -13 | -2 | -9 | 2 | 0.2 | -6
CCC(=O)c1ccc(OCC(=O)OCC(=O)Nc2sccc2C(N)=O)cc1 | 11 | -1.6 | -2 | 13 | 20 | -29 | 15 | 0.7 | -32
COCCN(Cc1cc2cc3c(cc2nc1Cl)OCO3)C(=O)Nc1ccc(OC)cc1 | -2 | -0.7 | -5 | -4 | 15 | -28 | 1 | -0.5 | -2
Oc1cc(NCc2ccc(Cl)cc2)cc2cccnc12 | 2 | 0.3 | -4 | x | x | -9 | 4 | x | x
CC(C)OC(=O)c1ccc(NC(=O)c2cncc(Br)c2)cc1 | -20 | 1.7 | -1 | 45* | 4 | -4 | 4 | 0.6 | -34
Cc1ccc(CNc2nc3ccccc3n2C)o1 | 1 | -0.6 | -3 | 1 | 4 | 17 | 2 | 0.1 | 1
Cc1ccc(S(=O)(=O)N(C)C)cc1NC(=O)CSc1nnc(C2CC2)n1C1CC1 | 7 | 0.1 | 4 | -8 | -6 | -68* | 1 | -0.2 | 2
CNC(=O)OCc1cccc(COC(=O)NC)n1 | -1 | 0.5 | -2 | 12 | -9 | -1 | 1 | 0.4 | -3
Cc1cc(C(=O)N2CCc3ccccc3C2)n[nH]1 | 5 | 0.2 | 1 | 6 | 5 | -7 | 4 | 1.1 | 18
COC(=O)CC1C(=O)NCCN1C(=O)c1c(F)cccc1F (stereo not drawn) | -1 | 1.4 | x | 7 | -3 | -23 | 6 | 1.5 | -4
COc1ccc(Nc2ncnc3ccc([N+](=O)[O-])cc23)c(OC)c1 | -4 | 0.1 | -2 | 7 | -1 | 15 | 13 | 0.7 | -24
O=C(NCCC1=CCCCC1)C1CCCN(S(=O)(=O)c2ccccc2)C1 (stereo not drawn) | -1 | -1.6 | 1 | 11 | x | 1 | 19 | 0.6 | 1
Cc1ccccc1NC(=O)CSCCO | -4 | 0.7 | -2 | 5 | -9 | 10 | 0 | 0.0 | 10
COC(=O)c1cccc(NC(=O)C23CC4CC(C2)CC(n2cncn2)(C4)C3)c1 | 1 | -0.1 | 0 | -10 | -4 | -7 | 2 | -0.2 | 7
CN(C1CCCCC1)S(=O)(=O)c1ccccc1 | -6 | -0.2 | 1 | 1 | -2 | -8 | 2 | 0.2 | 11
Nc1ccc2oc3ccc(N)cc3c(=O)c2c1 | 0 | 12 | -4 | x | -3 | 1 | 3 | x | 0
Cc1cc(-c2n[nH]c(=S)n2-c2ccccc2)nn1C | 0 | 0.9 | 1 | -11 | 5 | -14 | -1 | 2.1 | -14
CCOC(=O)NC(Nc1ccc(S(N)(=O)=O)cc1)(C(=O)OCC)C(F)(F)F (stereo not drawn) | -2 | 0.0 | 3 | -5 | 20 | 9 | 4 | -0.8 | -8
CCCOc1ccc(CCC(=O)N/N=C/c2ccc([N+](=O)[O-])o2)cc1 | -4 | -1.0 | 1 | 1 | -1 | -10 | 4 | 0.5 | 6
COc1ccc(C2c3c(-c4ccccc4)n[nH]c3C(=O)N2c2ccc(C(=O)O)cc2)c(OC)c1 (stereo not drawn) | 3 | 0.6 | -3 | x | 2 | -35* | -1 | 0.6 | x
O=C(CSc1ccccn1)N1CCN(c2ccc(Cl)cc2)CC1 | 0 | -0.6 | -3 | 0 | 4 | -10 | 0 | 0.9 | 0
COc1ccc(C(=O)NNC(=S)NC(=O)C(C)(C)C)cc1 | -11 | 79* | -4 | 62* | -26 | -35* | 306* | 92* | -23
O=C(NC1CC1)C1=C[C@@H](c2csc3ccccc23)C[C@@H](OCc2ccc(CO)cc2)O1 | -18 | -0.4 | -3 | -2 | -11 | 7 | -2 | -0.4 | x
Nc1ncnc2c1cnn2C1CCCCC1 | 6 | -1.1 | 6 | 5 | 8 | 4 | 0 | -0.9 | -2
CCCC(=O)C1=C(O)C(C(=O)OC)C(C)(C)CC1=Nc1ccc(C)cc1 (stereo not drawn) | 3 | -2.2 | 2 | -5 | -3 | 0 | 3 | -1.9 | -5
COc1cc(COc2ccc3c(C)c(CC(=O)O)c(=O)oc3c2C)cc(OC)c1OC | 5 | 0.4 | 4 | 4 | -1 | -10 | 15 | 1.1 | 4
c1ccc(Nc2c(-c3ccco3)nc3ccccn23)cc1 | -1 | -0.6 | -3 | -4 | -6 | 6 | 0 | -0.7 | -6
O=C(COc1ccccc1F)Nc1ccc(OCc2cc(=O)n3ccccc3n2)cc1 | -21 | -1.0 | -1 | x | -1 | -6 | 1 | -1.7 | 12
O=C(CN(C(=O)CCC(=O)Nc1ccccn1)c1cccc(F)c1)NCc1ccc2c(c1)OCO2 | -5 | -0.8 | x | 13 | 2 | -12 | 6 | 2.4 | 4
O=C(NCc1ccccc1Cl)C1CCCN(C(=O)Nc2ccc(F)cc2)C1 (stereo not drawn) | 12 | -1.2 | -2 | -6 | -2 | -6 | 1 | -0.9 | -8
CCOC(=O)C(C(=O)Nc1ccccc1)C1CCCCC1 (stereo not drawn) | -4 | -0.1 | -1 | 3 | -3 | 7 | 0 | 0.0 | 0
Clc1nc(-c2ccccc2)c2ccccc2n1 | -1 | 0.2 | -2 | 5 | 3 | -11 | 3 | 0.2 | 5
Cn1c(Sc2ccc(Br)cc2)c(C=O)c2ccccc21 | 17 | -0.3 | -8 | -1 | -5 | -63* | 4 | -0.1 | 17
COC(=O)c1ccc(S(=O)(=O)N2CCN(C(c3ccccc3)c3ccccc3)CC2)n1C | 3 | -0.2 | -6 | 12 | -2 | -29 | 4 | -0.4 | -6
Cc1nn(-c2ccccc2)nc1C(=O)NNC(=O)c1ccc(C(F)(F)F)cc1 | -5 | -0.2 | 7 | -4 | 11 | 2 | 3 | -0.1 | -34
CC1=C(C(=O)NCCCOC(C)C)C2(CCC(C)CC2)OC1=O (stereo not drawn) | 2 | 0.6 | 7 | -19 | 0 | 16 | 0 | -0.8 | -2
COc1ccc(Nc2nc(N3CCCC3)c3ccccc3n2)cc1 | 7 | -0.7 | -21 | -18 | -5 | -51* | 6 | -0.5 | x
O=C(Nc1cccc(-c2cn3ccccc3n2)c1)C1CC1 | 0 | 0.0 | 2 | 1 | -8 | 0 | 0 | 1.0 | -16
COc1ccc(CCNc2ccc(C(=O)O)cc2[N+](=O)[O-])cc1OC | -2 | 0.1 | -1 | 3 | 7 | -16 | 1 | -0.2 | -12
Cc1cc(=O)oc2cc(OC(C)C(=O)NCc3ccccn3)ccc12 (stereo not drawn) | 4 | 0.0 | -2 | 12 | 3 | -9 | 4 | 1.3 | 1
COC(=O)c1ccc2[nH]c(CO)c(-c3ccccc3)c2c1 | -1 | 0.7 | -2 | 16 | -12 | -9 | 8 | -1.5 | x
O=S(=O)(c1ccc2ccccc2c1)N1CCN(CCO)CC1 | 4 | -1.5 | -5 | -12 | 9 | -10 | 3 | -0.5 | 0
Cc1ccc(-n2c(SCC(=O)N3CC(=O)Nc4ccccc43)nc3ccccc3c2=O)cc1C | -5 | 3.6 | -15 | -2 | 12 | -12 | 16 | 18 | -7
Cc1cc(OCC(=O)Nc2ccccc2N2CCCCC2)ccc1C(C)C | -4 | 0.9 | -1 | 5 | -8 | 11 | 0 | 0.8 | -6
CCCCc1nc(N2CCOCC2)c(C#N)c2c1CCCC2 | -3 | 0.2 | 2 | -19 | -4 | 19 | 1 | 0.1 | -17

Exported with two lines to a compound: part of the list above
Values run as follows: TRHR enhancer	TRHR ag	D1 potentiator	D2 antag	D2 potentiator	D1 antagonist	D1 agonist	D2 ag	RXFP1 antagonist
O=C(COc1ccccc1F)Nc1ccc(OCc2cc(=O)n3ccccc3n2)cc1
 : -21	-1.0	-1	x	-1	-6	1	-1.7	12
O=C(CN(C(=O)CCC(=O)Nc1ccccn1)c1cccc(F)c1)NCc1ccc2c(c1)OCO2
 : -5	-0.8	x	13	2	-12	6	2.4	4
O=C(NCc1ccccc1Cl)C1CCCN(C(=O)Nc2ccc(F)cc2)C1 (stereo not drawn)
 : 12	-1.2	-2	-6	-2	-6	1	-0.9	-8
